IkB sig inh: suppresses IkB signaling in ABC-DLBCL reporter cells. ABC-DLBCL IkBa-CBG/CBR dual luciferase ratio, 4 h; response scale: scaled: untreated 0%, proteasome inhibitor 100%. Potency, µM (titrated, usually from 57.1 µM), for inactives: at the top dose IkBa stabilization activation. 0.04% of 110,000 active. AID 445; active = well fitted curve in the direction sought with a large enough effect in the signal ratio, not every such curve was filed as active; inconclusive = small, poorly fitted or top-dose-only effect, or a change in a side signal; the % refers to the signal ratio;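 also: the direction sought is a rising ratio; 0% = basal untreated cells and 100% = reference inhibitor full response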
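Curves were fitted separately to fusion (green), unfused (red) and ratio luminescence, then classed by r2, magnitude and activity. Cells: OCI-Ly3, 4 h compound plus doxycycline at 37C; 10 uM MG-132 defined full response.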
p53ts 32C tox: p53ts cell cytotoxicity, permissive temperature; H1299-p53A138V at 32C, ATP luminescence viability, 24 h; Potency, µM (top dose mostly 46.1 µM), for inactives: at the highest dose activity change, negative = cytotoxicity, hits mostly cytotoxic; 0.93% of 130,000 active;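 also: 0% = DMSO and -100% = full killing by reference compound; nearly all actives have a fitted effect of over 55% in size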
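Viability by ATPlite luminescence after 24 h compound treatment (up to 46 uM) at the permissive 32C. Cells are H1299 carrying p53 A138V. Scale runs from DMSO basal to 100 uM tamoxifen as full kill; AC50 from Hill fits.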
Imprint erasure: inducers of genomic imprint erasure in mouse ES cells. mouse ES Peg3-LacZ reporter, beta-gal luminescence, 40 h. Potency, µM (series often up to 60.7 µM), for the others: at the top dose activity change, positive = activation, usual class: activators. 0.02% of 110,000 active;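 also: 0% = negative control wells on the plate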
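Imprint erasure is scored as LacZ activity from the silenced maternal Peg3 allele in feeder-free female ES cells cultured 40 h with LIF. Luminescence is normalized to in-plate negative controls and fitted to the Hill equation.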
p53ts 39C kill: p53ts cell cytotoxicity, nonpermissive temperature; H1299-p53A138V viability at 39C, ATP luminescence, 24 h; 1.5% of 130,000 active; Potency, µM (titrated, usually from 46.1 µM), without a hit: top-dose activity change, negative = cell killing, most hits filed as cytotoxic; also: nearly all actives have a fitted effect of over 55% in size
An asterisk follows results filed as active; ? = inconclusive; · = not tested or not shown; [ ] = another dose, or the depositor's remark. Unless noted, calls follow the shape of the dose curve; as a rule, active = well fitted curve in the direction sought with a large enough effect; inconclusive = small, poorly fitted or top-dose-only effect, or another doubt; inactive = no such curve, though single readings can be large; an effect the other way counts as inactive or inconclusive. Unless noted, % is scaled to controls: 0 for no effect and ±100 for the full control effect; potency is read from the fitted curve at half-maximal effect.

SMILES | IkB sig inh | p53ts 32C tox | Imprint erasure | p53ts 39C kill
CCc1nn(C(C)C(=O)N2CCN(c3cccc(C(F)(F)F)c3)CC2)c(=O)c2cc3occc3n12 (stereo not drawn) | ? | 7% | 19%[10.9 µM] | -25%
CC(=O)N1CCC(C(=O)Nc2ccccc2)(N(Cc2ccccc2)C(=O)c2cccnc2)CC1 | 0.1% | -4% | -8% | 2%
O=C(OCn1nnc2ccccc2c1=O)c1ccc2ncsc2c1 | 5.6% | -4% | -6% | -1%
Cc1cc(C)c(S(=O)(=O)NCC(c2ccco2)N2CCN(c3ccccc3)CC2)c(C)c1 (stereo not drawn) | 1.3% | -10% | -4%[10.9 µM] | -15%
CCOc1ccccc1-n1c(SCC(=O)NC2CCCC2)nnc1-c1ccoc1C | 7.2% | 6% | -6% | 1%
CS(=O)(=O)N(CCc1ccccc1)CC(=O)NCc1ccccn1 | -0.7% | 0% | -13% | 2%
N#CC(C(=O)c1ccc(S(=O)(=O)N2CCCCCC2)cc1)c1nc2ccccc2[nH]1 (stereo not drawn) | 1.8% | -16% | -15% | -24%
CN1C(C(=O)Nc2ccc(F)cc2F)=CC(c2cccs2)=NS1(=O)=O | 2.1% | 3% | -11%[10.9 µM] | 7%
O=S(=O)(c1ccccc1)N1CCC2(CCCN(c3ccccc3)C2)CC1 | -0.5%[11.4 µM] | -7% | · | -9%
O=C(NCC1CCS(=O)(=O)C1)Oc1ccccc1 (stereo not drawn) | 0.4% | -2% | 6% | 11%

Among those listed so far, these contain nitrogen in an aromatic ring:
SMILES | IkB sig inh | p53ts 32C tox | Imprint erasure | p53ts 39C kill
CCc1nn(C(C)C(=O)N2CCN(c3cccc(C(F)(F)F)c3)CC2)c(=O)c2cc3occc3n12 (stereo not drawn) | ? | 7% | 19%[10.9 µM] | -25%
CC(=O)N1CCC(C(=O)Nc2ccccc2)(N(Cc2ccccc2)C(=O)c2cccnc2)CC1 | 0.1% | -4% | -8% | 2%
O=C(OCn1nnc2ccccc2c1=O)c1ccc2ncsc2c1 | 5.6% | -4% | -6% | -1%
CCOc1ccccc1-n1c(SCC(=O)NC2CCCC2)nnc1-c1ccoc1C | 7.2% | 6% | -6% | 1%
CS(=O)(=O)N(CCc1ccccc1)CC(=O)NCc1ccccn1 | -0.7% | 0% | -13% | 2%
N#CC(C(=O)c1ccc(S(=O)(=O)N2CCCCCC2)cc1)c1nc2ccccc2[nH]1 (stereo not drawn) | 1.8% | -16% | -15% | -24%

Back to the main list with the 2 entries that preceded the break.
SMILES | IkB sig inh | p53ts 32C tox | Imprint erasure | p53ts 39C kill
O=S(=O)(c1ccccc1)N1CCC2(CCCN(c3ccccc3)C2)CC1 | -0.5%[11.4 µM] | -7% | · | -9%
O=C(NCC1CCS(=O)(=O)C1)Oc1ccccc1 (stereo not drawn) | 0.4% | -2% | 6% | 11%
COc1ccc(C)cc1NC(=O)CSc1nc(=O)n(Cc2ccco2)c2c1CCC2 | ? | -7% | 24%[10.9 µM] | -4%
COc1cccc(Cn2c(=O)c(-c3ccc(Cl)cc3)nc3cncnc32)c1 | -0.2%[11.4 µM] | -26% | -19% | ?
CCOC(=O)N1CCN(C(=O)c2ccc(CNS(=O)(=O)c3ccc(C)cc3)cc2)CC1 | 0.4% | -6% | -19% | -8%
COc1cc(OC)c2c(=O)c(-c3ccccc3)c(C)oc2c1OC | · | -4% | ? | -4%
CCN(CC)CCNC(=O)C1c2ccccc2C(=O)N(C)C1c1cn(C)c2ccccc12 (stereo not drawn) | 0.0% | -10% | -3% | -1%
CCC(=O)C1=C(c2cccc([N+](=O)[O-])c2)N(C(=O)CC)n2c(nnc2C2CCCCC2)S1 | ? | 0% | -17%[10.9 µM] | 16%
COc1ccccc1Cn1c(CNS(=O)(=O)c2ccc(Cl)s2)nc2cccnc21 | -0.1% | 4% | -12%[10.9 µM] | -27%
Cn1nc(-c2ccc(N3CCOCC3)c(NC(=O)c3ccccc3)c2)c2ccccc2c1=O | 16% | 27% | -21% | 20%
COc1ccc(-c2nc(CSCC(=O)N3CCC(C(N)=O)CC3)c(C)o2)cc1OC | -4.8% | 3% | -7% | 0%
CCCC(c1nnnn1CS(=O)(=O)c1ccc(C)cc1)N1CCN(c2ccc(F)cc2)CC1 (stereo not drawn) | 1.2% | 4% | -15% | -16%
COc1ccc(NC(=O)c2oc3ccccc3c2NC(=O)Cc2ccc(F)cc2)c(OC)c1 | 1.8% | 2% | -15%[10.9 µM] | ?
O=C(O)/C=C\C(=O)Nc1ccccn1 | 0.3%[11.4 µM] | -7%[9.22 µM] | -14%[10.9 µM] | -1%[9.22 µM]
Cc1ncc(CCl)c2c1OC(C)(C)OC2 | · | 7% | · | 1%
O=C(NCc1cccnc1)c1nn(-c2ccc(Cl)cc2)nc1CO | -2.0% | -1% | -5%[10.9 µM] | 11%
Cc1noc(C)c1-c1nccc(NCCN2CCOCC2)n1 | 1.7%[11.4 µM] | 4% | -5% | 3%
O=C(c1cccc(F)c1)N1CCC2(CC1)CN(c1cccc(-c3ccccc3)c1)C2 | 3.8%[11.4 µM] | -12% | · | -17%
COc1ccc(S(=O)(=O)NCCS(=O)(=O)N2CCN(c3ccccc3F)CC2)cc1 | 1.9% | -9% | 8%[10.9 µM] | 3%
O=S(=O)(N/N=C1/CCCc2ccccc21)c1ccc(Br)cc1 | · | 3% | · | 0%
Cc1nc2ccccc2n1CCC(=O)Nc1cccc(F)c1 | -1.0% | -20% | 7% | -10%
O=C(NCc1ccco1)c1cc2c(s1)CCCCC2 | ? | ? | -37%[inhibitor] | -21%
COCCCNC(=O)Cn1c(=O)nc(-c2ccccc2)c2ccccc21 | -0.4% | -1% | -7%[10.9 µM] | -25%
O=C(Nc1nccs1)c1cccc(NC(=O)c2ccco2)c1 | · | -10% | · | -4%
COc1ccccc1-n1cnnc1SCC(=O)Nc1cc(C(C)(C)C)nn1-c1ccccc1 | ? | -6% | -14% | -2%
COc1ccc(N2CCN(C(=O)c3c4c(nc5ccccc35)C(=O)N(C3CCCCC3)C4)CC2)cc1 | ? | 12% | -19%[10.9 µM] | -3%
C=C(C)CSCc1nc2ccccc2[nH]1 | 1.5% | 0% | -35%[inhibitor] | -6%
Cc1ccccc1C(c1c(C)n(C)n(-c2ccccc2)c1=O)c1c(C)n(C)n(-c2ccccc2)c1=O | ? | 7% | -9%[10.9 µM] | 17%
COCCn1c(=O)c(-c2cccc(C#N)c2)nc2cnc(OCc3ccccc3)nc21 | -0.2%[11.4 µM] | 9% | -19% | -2%
CCC(C)NC(=O)c1ccc2c(=O)n3c(nc2c1)CCCCC3 (stereo not drawn) | -1.6% | -1% | 25%[10.9 µM] | -17%
CCOC(=O)CN1C(=O)C(CC)Oc2ccccc21 (stereo not drawn) | 0.4% | 2% | -4% | -3%
COc1ccc(NC(=O)C2=CC(c3ccco3)=NS(=O)(=O)N2C)cc1OC | 2.7% | 6% | -10%[10.9 µM] | 17%
N#CCSCC(=O)Nc1ccc(F)cc1 | 5.8% | 7% | -9% | 2%
Cc1cc(C)c(Cn2c3ccccc3c3cnn(CC(=O)NCCCc4ccccc4)c(=O)c32)c(C)c1 | 2.9% | 9% | -9%[10.9 µM] | -22%
Cc1ccc(Nc2c(-c3ccsc3)nc3c(C)cccn23)cc1 | -6.8% | 5% | -3%[10.9 µM] | -12%
COCCNC(=O)c1ccc(CN2CCOCC2)cc1 | · | 2% | · | -7%
Cc1cc(NC(=O)c2cnn3cccnc23)nn1CC(=O)Nc1cccnc1 | -1.1% | 8% | 0% | -2%
COc1ccccc1OCC(=O)Nc1c(C(=O)c2ccc(C)cc2)oc2ccccc12 | 0.8% | 4% | -7%[10.9 µM] | 12%
Cc1cccc(NC(=O)CSc2nnc(-c3cccs3)o2)c1 | 3.5% | -14% | -24%[10.9 µM] | ?
O=C(c1ccco1)N1CCN(CC(=O)N2CCCc3c2c(=O)oc2ccc(O)cc32)CC1 | 1.6% | -1% | -3% | 14%
COc1ccccc1-c1ccc(=O)n(CC(=O)NCc2ccc3c(c2)OCO3)n1 | -0.2% | 5% | -6% | 1%
Cc1nn(-c2ccccc2)c2[nH]c(=O)c(CNc3ccc4c(c3)OCCO4)cc12 | ? | -15% | -14% | -18%
CC1=C(c2ccc(C)cc2)S(=O)(=O)N(Cc2ccc(C(=O)NCc3ccccc3)cc2)C1=O | -1.0% | 3% | -11%[10.9 µM] | -3%
CCOC(=O)c1c(NC(=O)c2ccc(OC)c(OC)c2)sc2c1CCCCC2 | -2.3% | 14% | -7%[10.9 µM] | 10%
CC(Oc1ccc(Cl)cc1Cl)C(=O)NCCN1CCOCC1 (stereo not drawn) | 1.7% | -1% | -4% | -2%
CC(C)Oc1ccc(C(CC(=O)O)NC(=O)C2CCCCC2)cc1 (stereo not drawn) | -1.5% | -17% | 18% | -3%
Cc1ccc2[nH]c(=O)c(CN(CCCO)S(=O)(=O)c3c(C)ccc4nsnc34)cc2c1 | -1.4% | 10% | -4% | 1%
Cn1c(SCC(=O)Nc2sc3c(c2C#N)CCC3)nnc1C1COc2ccccc2O1 (stereo not drawn) | ? | 4% | -9% | -10%
CC(=O)N1CCc2ccc(C(=O)CN3CCN(c4cccc(C)c4C)CC3)cc21 | -0.5% | 8% | -26% | -3%
COc1ccc(Cc2nnc(SCC(=O)NC3CCCC3)o2)cc1 | · | 9% | · | 9%
COc1ccc(C(=O)Nc2nnc(SCc3cc(=O)c4cc(C)ccc4[nH]3)s2)cc1OC | 2.0% | 11% | 5%[10.9 µM] | 10%
Cc1nn(-c2nc3ccccc3s2)c(N)c1Sc1ccc(F)cc1 | 0.7% | -11% | -18% | -14%

(next part)
SMILES | IkB sig inh | p53ts 32C tox | Imprint erasure | p53ts 39C kill
COc1cc(-c2ccccc2)nc2ccccc12 | · | -13% | · | -15%
COc1ccc(N2CCN(S(=O)(=O)CCNC(=O)C(c3ccccc3)c3ccccc3)CC2)cc1 | 3.6% | 0% | -10%[10.9 µM] | -21%
COc1ccc(-c2cc(C(F)(F)F)nc(SCCC(=O)Nc3c(C)cccc3C)n2)cc1 | -2.2% | -14% | -19%[10.9 µM] | -28%
COc1ccccc1CCNC(=O)C1CCN(c2nnc(-n3cccc3CNc3ccc(C)cc3)s2)CC1 | ? | -7% | -12%[10.9 µM] | -3%
Nc1[nH]nc2nc(N3CCCC3)nc(-c3ccccc3)c12 | -1.2% | -2% | -10% | -13%
COc1ccc(S(=O)(=O)NCCSc2nnnn2-c2ccccc2)cc1OC | 0.0% | 0% | -16%[10.9 µM] | 9%
COc1ccc(C(=O)N2CCC3(CCCN(Cc4ccc(C#N)cc4)C3)CC2)cc1 | 0.5%[11.4 µM] | -3% | · | -11%
O=C(CCN1C(=O)C2C3C=CC(C3)C2C1=O)N1CCN(c2ccccn2)CC1 (stereo not drawn) | · | 13% | · | -12%
C=C(C)CSc1nnc2[nH]c(=O)cc(N)n12 | -3.1% | -4% | -7% | 1%
CCOC(=O)C1CCCN(c2nc3c(S(=O)(=O)c4ccc(CC)cc4)nnn3c3ccc(Cl)cc23)C1 (stereo not drawn) | -2.7% | 17% | -11%[10.9 µM] | 0%
CCOC(=O)c1ccc(N2CCN(c3cc(Cl)ccc3C)CC2)c(NC(=O)Nc2cccc(OC)c2)c1 | ? | 9% | 22%[10.9 µM] | -24%
COc1ccc(-n2nc3ccc(NC(=O)COc4ccc(C)c(C)c4)cc3n2)cc1 | -0.1% | 2% | -13%[10.9 µM] | 19%
CCOc1ccccc1CNC(=O)c1cnc2sc(N3CCOCC3)nn2c1=O | 0.1% | 6% | -5%[10.9 µM] | 14%
COc1cc(Nc2nc(SCC(=O)c3ccc(Cl)c(Cl)c3)nc3ccccc23)cc(OC)c1 | ? | 7% | -9%[10.9 µM] | -12%
Cc1cccc(N(C)C(=S)Oc2ccc3ccccc3c2)c1 | -0.4%[25.6 µM] | 0% | -17% | 5%
COc1cc(-c2nc(Cn3nnc(C(=O)Nc4ccccc4)c3C)c(C)o2)cc(OC)c1OC | 4.4% | 2% | -5%[10.9 µM] | -6%
CN1C(=O)C(O)(CC(=O)c2ccccn2)c2cc(Br)ccc21 (stereo not drawn) | 9.7% | 6% | -29% | 1%
CN1CCN(c2ccccc2NC(=O)c2cccc(OCc3ccccc3)c2)CC1 | -1.2% | 6% | -22% | -16%
CCCCCn1c(CN2CCN(c3cc(Cl)ccc3C)CC2)nc2c1c(=O)[nH]c(=O)n2C | 1.2% | 2% | -9% | -4%

Screens deposited in PubChem BioAssay by National Center for Advancing Translational Sciences (NCATS).
